GAA glycogen mod: alters human alpha-glucosidase cleavage of glycogen; recombinant GAA, glycogen substrate, Amplex Red glucose oxidase fluorescence; P10253; hit rate 0.38% among 300,000; AID 2100; Potency, µM (series often up to 76.4 µM), for inactives: top-dose activity change, negative = inhibition, actives largely listed as inhibitors; active = well fitted inhibition curve with a large enough effect; inconclusive = small, poorly fitted or top-dose-only effect, or another doubt; inactive = no such curve, though single readings can be large or run the other way;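 note: 0% = full enzyme reaction and -100% = no-enzyme basal signal; the screen sought inhibitors and activators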
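Natural-substrate format: glycogen cleavage by 4 nM human enzyme, glucose read by Amplex Red coupling (Ex 573, Em 610 nm). Normalized to enzyme and no-enzyme controls.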
The depositor's hits bear a star; ? = inconclusive; [ ] = another dose, or the depositor's remark. Potency is the fitted concentration of half-maximal effect. This is a subset (hit frequency here may not be typical).

SMILES	GAA glycogen mod
CN1CCN(C(=O)c2ccccc2NC(=O)c2ccc(C(C)(C)C)cc2)CC1	-2.0%[76.3 µM]
O=C(Cc1ccc(Br)cc1)NCCN1CCOCC1	-1.3%
N#Cc1c(-c2cccc([N+](=O)[O-])c2)nc2n(c1=O)CCS2	-0.1%
CC(=O)N1C(C(=O)O)Cc2c([nH]c3ccccc23)C1(C)C (stereo not given)	2.3%[76.3 µM]
O=C(Nc1c2c(nn1-c1cccc(Cl)c1)CS(=O)(=O)C2)C1CC1	3.8%[76.3 µM]
CCCCN(CCCC)CCNC(=O)c1cn(CC)c2ccc(S(=O)(=O)N3CCCC3)cc2c1=O	-17.7%[76.3 µM]
CN1CCN(c2nc3c(c(=O)[nH]c(=O)n3C)n2Cc2ccccc2F)CC1	-11.0%[76.3 µM]
COc1ccccc1CCNC(=O)c1ccc(OC)c(OC2CCN(C(C)C)CC2)c1	1.5%[76.3 µM]
COc1ccc(Br)cc1S(=O)(=O)N(CC(=O)N1CCN(C)CC1)c1ccccc1	-2.6%[76.3 µM]
Cc1ccc(NC(=O)/C(=C\c2cccnc2)NC(=O)c2ccccc2)cc1	-2.6%[76.3 µM]
N=c1c(C(=O)NCC2CCCO2)cc2c(=O)n3ccccc3nc2n1C1CCCCC1 (stereo not given)	10.1%
Cc1ccc(C)c(S(=O)(=O)c2c(C)cc(C)nc2Cl)c1	0.2%
COc1cccc(N2CCN(C(=O)CCCCCn3c(=S)[nH]c4cc5c(cc4c3=O)OCO5)CC2)c1	-5.2%[76.3 µM]
COc1ccc(S(=O)(=O)/N=C2\C=C(Nc3ccc(O)cc3)C(=O)c3ccccc32)cc1	-3.7%
CCOc1ccc(CNC(=O)C2CCN(C3=NS(=O)(=O)C(c4ccc(C)cc4)=C3CC)CC2)cc1	-6.4%[76.3 µM]
O=C(CN(C(=O)c1csnn1)c1cccc2c1CCCC2)NCc1ccccc1	-20.3%
O=C(Nc1ccc(Cl)cc1N1CCOCC1)C1CCCO1 (stereo not given)	0.2%[76.3 µM]
COc1cccc(Cn2nc(SC)c(S(=O)(=O)c3ccccc3)c2N(C(C)=O)C(C)=O)c1	-0.8%[76.3 µM]
Cc1ccccc1NC(=O)C(C)Sc1nnc(-c2ccncc2)n1CC1CCCO1 (stereo not given)	-4.2%
COc1ccc(C(C)NC(=S)NC2CCCCC2)cc1OC (stereo not given)	-2.9%[76.3 µM]
Cc1cc2nnc(SCc3ccc(F)cc3)n2c2ccccc12	-12.9%[76.3 µM]
Cc1ccccc1Nc1nc(N2CCOCC2)nc(N2CCOCC2)n1	-2.9%[76.3 µM]
O=C(CCN1C(=O)/C(=C/c2ccc(F)cc2)SC1=S)N[C@@H](CO)Cc1ccccc1	-0.1%[76.3 µM]
COc1ccc(-c2nc(SCC(=O)c3ccc(OC)c(Br)c3)n[nH]2)cc1	-4.2%[76.3 µM]
O=C1CN(C(=O)/C=C/c2ccccc2)CCN1	0.7%

Part of the list above, with each value named:
SMILES: COc1ccc(C(C)NC(=S)NC2CCCCC2)cc1OC (stereo not given)
  GAA glycogen mod = -2.9%[76.3 µM]

SMILES: Cc1cc2nnc(SCc3ccc(F)cc3)n2c2ccccc12
  GAA glycogen mod = -12.9%[76.3 µM]

SMILES: Cc1ccccc1Nc1nc(N2CCOCC2)nc(N2CCOCC2)n1
  GAA glycogen mod = -2.9%[76.3 µM]

Some of the entries above, reformatted.
SMILES | GAA glycogen mod
CN1CCN(c2nc3c(c(=O)[nH]c(=O)n3C)n2Cc2ccccc2F)CC1 | -11.0%[76.3 µM]
O=C(CN(C(=O)c1csnn1)c1cccc2c1CCCC2)NCc1ccccc1 | -20.3%

Further entries follow.
SMILES	GAA glycogen mod
Cn1nnc2cc(NC(=O)Nc3cccc(Cl)c3)ccc21	-1.8%
O=S1(=O)CCOC[C@H](CC2CCCCC2)N1Cc1ccccc1	15.7%[76.3 µM]
Cc1ccccc1Cn1c2ccccc2c2cnn(CC(=O)NCCc3ccc(Cl)cc3)c(=O)c21	-8.7%[76.3 µM]
COc1ccc(C(=O)Oc2c(OC)cc(C(=S)N3CCOCC3)cc2OC)cc1OC	11.3%[76.3 µM]
CCc1ccc(O)c(C(=O)c2cnc3cc(-c4ccc(C)cc4)nn3c2)c1	0.1%[76.3 µM]
O=C(NCCS(=O)(=O)N1CCN(c2ccccc2F)CC1)c1ccc(Br)o1	2.5%[76.3 µM]
CCC(C)S(=O)(=O)c1oc(-c2ccc(F)cc2)nc1S(=O)(=O)c1ccc(F)cc1 (stereo not given)	-9.1%[76.3 µM]
O=C(NCC(=O)N(c1ccc(Cl)cc1)C(C(=O)NC1CCCC1)c1cccnc1)c1ccco1 (stereo not given)	1.2%
Cc1ccc(-c2nc(S(=O)(=O)c3ccc(C)cc3)c(SCC(=O)NCC3CCCO3)o2)cc1 (stereo not given)	-8.2%
CCCNC(=O)c1ccc(N2CCC3(CC2)CC(c2ccccc2)=NO3)c([N+](=O)[O-])c1	-12.0%[76.3 µM]
O=C(OCc1ccccc1Cl)c1ccc(-c2nnn(Cc3ccccc3)n2)cc1	9.6%[76.3 µM]
O=C(O)c1cccc(N/N=C/c2ccc(OC(F)(F)F)cc2)c1	?
COc1ccccc1NC(=O)CN1C(=O)COc2ccc(S(=O)(=O)N3CCCCCC3)cc21	-5.4%[76.3 µM]
CCC(C)c1ccc(NC(=O)Nc2cccnc2)cc1 (stereo not given)	-14.1%[76.3 µM]
COc1ccccc1NC(=O)Nc1nc2ccc(S(N)(=O)=O)cc2s1	9.1%
CCc1ccc(C2CC(=O)c3c([nH]c(C(=O)OCC4CCCCC4)c3C)C2)cc1 (stereo not given)	-6.1%[76.3 µM]
CCOc1ccc(CCNC(=O)C(C)N2C(=O)CC(C)(C)Sc3ccccc32)cc1 (stereo not given)	1.2%
COc1cc(NC(=O)c2ccc(C)cc2C)ccc1NC(=O)c1cccs1	2.9%
CN1CCN(NC(=O)c2cc(-c3ccc(Br)s3)nc3ccccc23)CC1	-0.9%[76.3 µM]
O=C(NNC(=O)C1CC=CCC1)c1ccccc1Br (stereo not given)	0.0%[76.3 µM]
CC1(C)CC(=O)C(C2C3=C(CC(C)(C)CC3=O)Oc3c(Br)cc(Br)cc32)=C(O)C1 (stereo not given)	-11.3%[76.3 µM]
CCOc1ccccc1C(=O)N(Cc1ccc(N(C)C)cc1)Cc1ccco1	-21.5%[76.3 µM]
COc1ccc2c(Sc3ccccc3)c(C(=O)NCCc3ccc(Cl)cc3)[nH]c2c1	-7.3%[76.3 µM]
Cc1cccc(-c2noc(CNC(=O)c3ccccc3Br)n2)c1	15.6%[76.3 µM]
COc1ccc(CCn2c(C)cc(C(=O)COC(=O)c3cnccn3)c2C)cc1	-2.5%[76.3 µM]
Carrying on:
SMILES	GAA glycogen mod
Cc1cc(C)cc(NC(=O)C2CCCN2S(=O)(=O)c2ccc3c(c2)n(C)c(=O)c(=O)n3C)c1 (stereo not given)	-10.5%[76.3 µM]
O=C(Nc1ccc(OCc2ccccc2Cl)cc1)c1cccnc1	-4.1%[76.3 µM]
Cn1cc(Cl)c(C(=O)Nc2nccs2)n1	-5.9%
COc1ccc(CCn2c(=N)c(C(=O)NC3CCCC3)cc3c(=O)n4ccccc4nc32)cc1OC	-8.3%[76.3 µM]
O=C(CN(Cc1ccc(F)cc1)C(=O)c1csnn1)NCc1ccccc1	2.7%
CCN1CCN(CCCNC(=O)c2ccc3c(c2)NC(=O)/C(=C\c2cccc(C)c2)S3)CC1	-4.3%[76.3 µM]
CN1CCN(c2ccccc2NC(=O)c2ccc(-c3ccc(Br)cc3)o2)CC1	4.8%[76.3 µM]
Cc1ccccc1CN1[C@@H](CC2CCCCC2)COCCS1(=O)=O	-13.3%[76.3 µM]
Fc1ccc(-c2nc(Nc3cccc(Cl)c3)nc3c2COc2ccccc2-3)cc1	-4.1%[76.3 µM]
CN1CCN(C(=O)c2ccc3c(c2)N(Cc2ccccc2)CCS3)CC1	-2.7%[76.3 µM]
CCc1nn(CC(=O)NCCc2ccc(Cl)cc2)c(=O)c2cc3c(OC)cccc3n12	?
CC(NC(=O)c1ccco1)C(=O)N(C)Cc1ccc(C(F)(F)F)cc1 (stereo not given)	-6.2%
COc1ccc(C(CNC(=O)Nc2ccc(Cl)cc2)N2CCN(C)CC2)cc1 (stereo not given)	6.8%[76.3 µM]
Cc1c(Cl)cccc1NC(=O)c1cc(-c2ccco2)on1	-0.9%[76.3 µM]
CCOc1ccccc1C(=O)Nc1ccc(S(=O)(=O)Nc2nc(C)cc(C)n2)cc1	-7.5%[76.3 µM]
COc1ccc(-n2nc3c(N4CCC(C(=O)NCCc5ccco5)CC4)nnc(C)c3c2C)cc1	1.9%[76.3 µM]
Cc1cc(C)c(S(=O)(=O)c2cccc(C)c2C)c(=O)[nH]1	7.2%
COC(=O)c1ccccc1NC(=O)C1CCN(C(=O)Cc2ccccc2)CC1	-8.0%[76.3 µM]
CCCSc1nc2sc3c(c2c(=O)n1-c1ccc(C)cc1)CCCC3	2.8%[76.3 µM]
COc1ccc(S(=O)(=O)N2CCC(Oc3ccc(-n4cnnn4)cc3)CC2)cc1	-4.1%[76.3 µM]
O=C(N/N=C/c1ccncc1)c1ccccn1	1.1%
COc1cc(CN2CCN(C(=O)c3cccc4ccccc34)CC2)cc(OC)c1OC	1.1%[76.3 µM]
Nc1nonc1-n1nnc(C(=O)N/N=C/c2ccncc2)c1-c1ccccc1	-1.5%
Cc1ccc(S(=O)(=O)NCc2ccccc2)s1	-2.7%[76.3 µM]
CC(C)C[C@H]1CN=C(Nc2ccccc2)N1CCCCc1ccccc1	3.4%[76.3 µM]

Copied from the list.
Cc1ccccc1CN1[C@@H](CC2CCCCC2)COCCS1(=O)=O – GAA glycogen mod: -13.3%[76.3 µM]
O=C(Nc1ccc(OCc2ccccc2Cl)cc1)c1cccnc1 – GAA glycogen mod: -4.1%[76.3 µM]

Going on with the list:
SMILES	GAA glycogen mod
CC1CCN(c2nc3ccc(C(=O)NCCCN4CCCCC4C)cc3s2)CC1 (stereo not given)	13.4%[76.3 µM]
CN(C)CC#CCC(O)(c1ccccc1)C1CCCCC1 (stereo not given)	-13.2%[76.3 µM]
CSc1ccc(S(=O)(=O)NCCCn2ccnc2)cc1	1.3%[76.3 µM]
CSc1ncc(Cl)c(C(=O)N(Cc2ccc(C)cc2)C2CCS(=O)(=O)C2)n1 (stereo not given)	-1.9%[76.3 µM]
O=C(O)C1CCC(CNS(=O)(=O)c2ccc(Cl)cc2)CC1 (stereo not given)	-2.3%
COc1ccc(CN2C(=O)C(NC(=O)c3ccccc3OC)(C(F)(F)F)N=C2c2ccccc2)cc1 (stereo not given)	5.0%[76.3 µM]
CC(C)C(NC(=O)c1ccc(C(C)(C)C)cc1)C(=O)N1CCCC1 (stereo not given)	1.1%
CC(C)C[C@@H](CC#N)N1CCN(CCc2ccccc2)CCC1=O	20.7%[76.3 µM]
O=C(Cn1c(=O)nc(-c2ccccc2)c2cc(Cl)ccc21)NCc1ccc(Cl)cc1	-6.7%[76.3 µM]
Cc1ccc2oc(=O)n(CCNC(=O)Nc3ccc(Cl)cc3)c2c1	21.0%[76.3 µM]
CCc1ccc(C2CC(=O)NC(NC(=O)c3ccc(C(C)(C)C)cc3)=N2)cc1 (stereo not given)	9.8%[76.3 µM]
Cc1ccc(CNc2ccc(-c3nc(-c4ccncc4)no3)cc2[N+](=O)[O-])cc1	6.2%[76.3 µM]
CCN(C(=O)c1cccc(NC(=O)c2ccccc2)c1)C1CCCCC1	-7.2%[76.3 µM]
O=C(C1CCC1)N1CCN(c2cccc(C(F)(F)F)c2)CC1	-5.4%[76.3 µM]
COc1ccc(-n2nc(C(=O)NCC(=O)N3CC(C)CC(C)C3)c3ccccc3c2=O)cc1 (stereo not given)	-7.3%
CC(=O)c1cccc(CN2CCc3ccc(NC(=O)C4CCCO4)cc3C2)c1 (stereo not given)	0.7%[76.3 µM]
COc1ccccc1CCNC(=O)CCCn1c(=O)c2cccn2c2cccnc21	-11.6%[76.3 µM]
O=C(Nc1ccc(C(F)(F)F)cc1)c1ccc2ncsc2c1	0.5%
NS(=O)(=O)c1cccc(NC(=O)CC23CC4CC(CC(Br)(C4)C2)C3)c1	2.3%
CC(=O)c1c(O)c2ccccc2n(Cc2ccccc2)c1=O	3.9%
O=C(NCc1ccccc1Cl)c1ccc2c(O)c(S(=O)(=O)c3ccccc3)c(=O)[nH]c2c1	7.8%[76.3 µM]
COc1ccc(C(=O)CC2(O)C(=O)N(Cc3cccc(C(F)(F)F)c3)c3ccccc32)cc1 (stereo not given)	2.3%[76.3 µM]
COc1ccc(-n2nc(C(=O)N(C)c3cc(C)ccc3C)c3c4ccccc4n(C)c3c2=O)cc1Cl	-1.5%[76.3 µM]
Cc1ccc(C)c(CNC(=O)c2cnc3sc(N4CCCC4)nn3c2=O)c1	4.1%[76.3 µM]
Cc1ccc(S(=O)(=O)N(CC(=O)NC2CC2)c2ccc(C)c(Cl)c2)cc1	-6.0%[76.3 µM]
(more compounds)
SMILES	GAA glycogen mod
CCS(=O)(=O)c1oc(-c2ccc(F)cc2)nc1S(=O)(=O)c1ccccc1	8.3%[76.3 µM]
CC(=O)N1CCc2cc(Br)cc(S(=O)(=O)N3CCC(C(=O)Nc4cccc(C)c4C)CC3)c21	-8.6%[76.3 µM]
CC1CCc2c(sc(NC(=O)CCCOc3ccccc3)c2C(N)=O)C1 (stereo not given)	13.5%[76.3 µM]
COc1ccc(CCC(=O)NCC(=O)OCc2ccccc2)cc1	5.1%
COC(=O)C(C)n1cnc2c(nnn2-c2ccc(C)cc2)c1=O (stereo not given)	0.7%[76.3 µM]
COc1cc2ccccc2cc1C(=O)Nc1ccc(Cl)c(-c2nc3ccccc3o2)c1	-5.8%[76.3 µM]

High-throughput results as filed in PubChem BioAssay.
